Yp Topo-I inh – Y. pestis Topo-I inhibition via cleavage products; Y. pestis Topo-I cleavage product accumulation, plate reader; activity, % at 10 µM; actives 0.064% (n = 360,000); in the data active means activity above about 50%, passing the limit was not always enough; inconclusive means no clear call, values can overlap the other calls; further: inactives centre near 2
PfHsp40 rescue – restores yeast growth despite PfHsp40 toxicity. S. cerevisiae expressing PfHsp40, growth rescue, ATP luminescence. growth rescue, % at 12.5 µM. actives 0.68% (n = 340,000); in the data active means growth rescue above about 28%, passing the limit was not always enough; inconclusive means no clear call, values can overlap the other calls;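 further: yeast W303a lacking pdr1 and pdr3 grown in galactose medium; growth measured after three days at 30 °C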
Vc quorum ag – induces V. cholerae light production without autoinducers; V. cholerae BH1578 lux reporter, luminescence, 6 h; activation, % at 18.7 µM; actives 0.16% (n = 350,000); in the data active means activation mostly above about 9.7%, no sharp cut-off; inconclusive means no clear call, values can overlap the other calls; inactive means mostly below about 3.7%; further: not every result past the cut was called active; inactives centre near 0; reference of the scale not given here
BoNT-A LC inh2 – blocks Botulinum neurotoxin A light chain protease | multiplex microsphere protease substrate cleavage, flow cytometry | inhibition, % at 10 µM | actives 0.17% (n = 360,000); further: plate controls were buffer without enzyme for full effect and enzyme alone for no effect
SSB-PriA inh – inhibitors of Klebsiella pneumoniae PriA binding to SSB C-terminal tail. AlphaScreen SSBct-PriA binding, biotinylated peptide. inhibition, % at 33 µM. actives 0.6% (n = 430,000); in the data active means inhibition mostly above about 37%, no sharp cut-off; inactive means mostly below about 20%;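 further: plate controls were negative control peptide for no effect and reference peptide for full effect; strong numbers were not always called active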
Anthrax LF prot – inhibitors of Bacillus anthracis lethal factor protease. inhibition, % at 10 µM. P15917. actives 0.12% (n = 360,000). multiplex microsphere protease cleavage assay, LF; further: plate controls were buffer without enzyme for full effect and enzyme alone for no effect
Target sequence (P15917 whole entry, looked up): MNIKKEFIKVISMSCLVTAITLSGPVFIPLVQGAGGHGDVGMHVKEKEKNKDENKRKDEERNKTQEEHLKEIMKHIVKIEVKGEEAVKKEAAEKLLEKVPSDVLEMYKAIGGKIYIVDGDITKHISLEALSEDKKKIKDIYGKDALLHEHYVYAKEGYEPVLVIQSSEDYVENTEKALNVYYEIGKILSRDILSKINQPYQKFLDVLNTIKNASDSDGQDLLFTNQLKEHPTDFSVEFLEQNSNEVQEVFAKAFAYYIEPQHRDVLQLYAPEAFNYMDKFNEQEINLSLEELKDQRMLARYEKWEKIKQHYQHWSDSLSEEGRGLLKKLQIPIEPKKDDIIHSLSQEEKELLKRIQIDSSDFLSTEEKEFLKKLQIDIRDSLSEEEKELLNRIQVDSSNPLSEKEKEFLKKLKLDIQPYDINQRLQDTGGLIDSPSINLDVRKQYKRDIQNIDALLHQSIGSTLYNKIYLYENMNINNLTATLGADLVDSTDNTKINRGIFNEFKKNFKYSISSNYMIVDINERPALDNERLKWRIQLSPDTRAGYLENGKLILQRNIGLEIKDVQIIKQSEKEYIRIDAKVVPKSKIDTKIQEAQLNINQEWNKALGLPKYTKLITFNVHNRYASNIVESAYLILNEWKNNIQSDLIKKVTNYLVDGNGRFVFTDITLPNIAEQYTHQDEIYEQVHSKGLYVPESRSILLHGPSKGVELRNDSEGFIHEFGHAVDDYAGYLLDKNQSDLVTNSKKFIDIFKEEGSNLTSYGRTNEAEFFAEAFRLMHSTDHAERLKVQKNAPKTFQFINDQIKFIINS
TcdB inh – inhibitors of Clostridioides difficile toxin B glycohydrolase; P18177; inhibition, % at 9.99 µM; TcdB glycohydrolase enzymatic assay, plate reader; actives 0.24% (n = 350,000); in the data active means inhibition above about 10%
SARS 3CLpro inh – SARS-CoV 3CLpro protease inhibition. P0C6X7. recombinant SARS-CoV 3CLpro, quenched FRET peptide cleavage. inhibition, % at 6 µM. actives 0.14% (n = 290,000); in the data active means inhibition above about 12%
PrPC surface inh – reduces human prion protein on the cell surface. AID 720596. actives 0.43% (n = 370,000). P04156. cell surface PrPC, TR-FRET read-out. inhibition, % at 13.8 µM; in the data active means inhibition above about 24%; further: 0% = median of the test wells and 100% = reference compound wells
* hit, by the source's call; i = inactive; u = inconclusive; x = no result given; & = joins results of further samples. Unless noted, no stated cut-off is given here; in the data, active means inhibition above about 30%; inconclusive means no clear call, values can overlap the other calls; inactive means below that. Not all compounds are listed. The share of hits here may be higher or lower than overall.

1. CCN(CC)C(=O)C1=C(C)N(CCC2=CCCCC2)C(=O)C(CC(=O)NCC2CCCCC2)C1 (stereo not drawn)
2. CCCNC(=O)c1cc(C2CCCCN2C(=O)OCCF)on1 (stereo not drawn)
3. Cc1cc(C(=O)NNC(=S)NC(=O)/C=C/c2ccccc2Cl)n[nH]1
4. COc1cccc(NC(=O)CCC(=O)Nc2cc(OC)c(NC(=O)c3cccs3)cc2OC)c1
5. COC(=O)CCCc1nc2ccccc2s1
6. CC(C)N1CCC(=NNc2ccc([N+](=O)[O-])cc2S(=O)(=O)N2CCOCC2)CC1
7. CCOC(=O)c1cc2ccccc2n1C1CCN(Cc2ccccc2)CC1
8. CCOc1ccc(OCC)c(NC(=O)CN2CCC(NC(=O)c3cccc(F)c3)CC2)c1
entry no.,1,2,3,4,5,6,7,8
Yp Topo-I inh,28,7,-2,1,3,11,x,21
SSB-PriA inh,x,x,73,16,-8,11,x,3
Anthrax LF prot,6,0,2,-2,-2,-13,-2,-2
PrPC surface inh,-1,-6,-4,3,7,-13,12,-11
SARS 3CLpro inh,x,x,1,-3,1,0,x,-1
TcdB inh,0.4,0.3,0.4,1.0,x,0.0,-0.5,x
BoNT-A LC inh2,0.1,-0.1,2.0,-0.4,0.3,-0.5,-0.2,-0.3
Vc quorum ag,i,-0.4,-1.4,-0.3,i,2.4,x,-1.3
PfHsp40 rescue,x,x,56*,1.1,0.5,0.1,x,-0.5

9. Cc1ccc(NC(=O)C2CC(Cl)=CCC2C(=O)O)c([N+](=O)[O-])c1 (stereo not drawn)
10. Cc1cc(C)c(C)c(S(=O)(=O)N2CCC(C(=O)Nc3ccccc3N3CCOCC3)CC2)c1C
11. Cc1ccccc1N1CCN(C2CCCN(C(=O)c3cnsn3)C2)CC1 (stereo not drawn)
12. CC(NC(=O)c1ccc(F)cc1)C(=O)NC1=NCCS1 (stereo not drawn)
13. Cc1cc2c(cc(C(=O)NCCCN3CCOCC3)n2Cc2ccc(Cl)cc2)o1
14. CC(=O)Nc1ccc(NC(=O)C(C)OC(=O)c2ccc(-n3cnnn3)cc2)cc1 (stereo not drawn)
15. Clc1ccc(OCCN2CCN(c3ncnc4sccc34)CC2)cc1
16. COc1cccc(CSc2nc3ccccc3cc2C=O)c1
entry no.,9,10,11,12,13,14,15,16
Yp Topo-I inh,-10,9,-2,-10,-4,-8,10,4
SSB-PriA inh,-3,-11,-13,-8,-3,-9,-18,-6
Anthrax LF prot,-5,0,-2,0,-1,2,2,0
PrPC surface inh,-15,-3,-9,-3,2,0,18,0
SARS 3CLpro inh,5,5,2,3,1,x,1,11
TcdB inh,x,x,0.7,2.0,x,5.3,x,x
BoNT-A LC inh2,-0.6,-1.5,-0.5,-0.2,0.5,-5.1,-0.1,1.1
Vc quorum ag,-0.3,0.4,-0.4,i,-1.9,-0.1,x,-0.8
PfHsp40 rescue,-1.2,5.2,0.4,0.0,-0.4,-2.0,0.3,0.7

17. CC(=O)c1ccc(Nc2nc3ccc(C)cc3n3cnnc23)cc1
18. CC(=O)Nc1cccc2c1C(=O)N(c1ccc(OC(C)=O)cc1)C2=O
19. O=C(CC1NCCNC1=O)Nc1cccc([N+](=O)[O-])c1 (stereo not drawn)
20. CC(C)(CSc1nncn1N)NS(=O)(=O)c1ccc(Cl)cc1
21. CN(C)C(CNc1ccc(S(C)(=O)=O)cc1[N+](=O)[O-])Cc1ccccc1 (stereo not drawn)
22. CC(C)(Oc1ccc(Cl)cc1)C(=O)N1CCC(C(N)=O)CC1
23. CC(=O)Nc1ccc(NC(=O)C2C3C=CC(C3)C2C(=O)O)cc1 (stereo not drawn)
24. O=C(OCc1cccc(C(F)(F)F)c1)c1ccc[nH]c1=O
entry no.,17,18,19,20,21,22,23,24
Yp Topo-I inh,3,5,15,-6,12,9,-1,-6
SSB-PriA inh,-7,-18,-4,-13,-2,-5,10,-4
Anthrax LF prot,0,-5,-7,0,-3,-4,0,1
PrPC surface inh,-1,7,-5,4,-41,-3,5,1
SARS 3CLpro inh,0,-1,5,3,-4,-1,-3,-1
TcdB inh,0.6,0.3,1.0,x,1.2,0.3,-1.3,1.2
BoNT-A LC inh2,-0.1,0.5,-0.6,0.0,1.8,0.0,3.4,-1.1
Vc quorum ag,0.5,-0.4,i,-0.3,0.0,-0.2,0.3,i
PfHsp40 rescue,-1.4,-1.5,0.1,-0.4,-1.3,-0.7,0.0,0.5

25. CCCc1cc(-c2nc(-c3ccc(Br)cc3)cs2)ccn1
26. COc1ccc(CN2CCN(Cc3ccccc3C(F)(F)F)CC2)c(OC)c1
27. COc1cccc(C=NNC(=O)c2ccncc2)c1O
28. CN(C1CCCCC1)S(=O)(=O)c1ccc(NC(=O)Cn2nc(-c3ccc(F)cc3)ccc2=O)cc1
29. Cc1csc2nc(CN3CCN(CC(=O)N(C)C)CC3)cc(=O)n12
30. Cn1c(O)c(C=NCCCN2CCCC2=O)c(=O)n(C)c1=O
31. Cc1cccc(N=C2CSC(=O)N2)c1
32. Clc1ccc(CSc2nnc([C@@H]3CCCN3)o2)cc1Cl
entry no.,25,26,27,28,29,30,31,32
Yp Topo-I inh,29,23,-6,-2,0,8,-8,9
SSB-PriA inh,-30,-10,3,5,8,4,0,-14
Anthrax LF prot,0,-8,-2,0,-2,0,-5,-1
PrPC surface inh,-1,-5,13,1,-10,0,3,4
SARS 3CLpro inh,-4,-1,x,-2,3,2,0,3
TcdB inh,x,-0.1,-21,x,-1.4,x,0.1,x
BoNT-A LC inh2,0.7,-2.8,-0.2,0.2,0.3,-0.5,0.3,-0.5
Vc quorum ag,-0.4,i,5.9,-4.2,-4.0,4.8,1.3,i
PfHsp40 rescue,0.4,0.3,-2.8,-0.6,-0.7,0.4,-0.2,0.5

33. COC(=O)[C@H]1C[C@@]2(O)CN(S(=O)(=O)c3ccc(C)cc3)C[C@@]2(OC(=O)NCc2ccccc2)C[C@H]1C(=O)OC
34. CN1CCN(c2ccc([N+](=O)[O-])c(Sc3ccccn3)c2)CC1
35. CN(CCC#N)C(=O)COC(=O)c1ccc(Cl)cc1O
36. COc1ccc(OC)c(N2CC(O)(c3ccccc3)[N+]3=C2SCCC3)c1 (stereo not drawn)
37. CC(=O)Nc1ccc(S(=O)(=O)N(C)CC(=O)N2CCN(C(=O)c3ccco3)CC2)cc1
38. O=C(COC(=O)c1ccco1)c1ccccc1
39. Cc1cc(N2CCOCC2)nc2ccc(NC(=S)N3CCCCC3C)cc12 (stereo not drawn)
40. CC(C)(C)n1nnnc1C(c1cccnc1)N1CCN(c2ccccc2)CC1 (stereo not drawn)
entry no.,33,34,35,36,37,38,39,40
Yp Topo-I inh,18,-4,7,11,-3,-1,11,-1
SSB-PriA inh,x,1,-16,2,2,-25,-6,1
Anthrax LF prot,1,21,-3,-6,3,-8,-1,0
PrPC surface inh,-12,-22,4,14,-3,-3,7,-3
SARS 3CLpro inh,x,-3,4,1,x,-4,-1,0
TcdB inh,3.2,1.0,-3.9,-0.8,0.6,0.8,1.6,x
BoNT-A LC inh2,-0.2,u,-0.8,0.6,-0.1,-8.8,3.5,-0.5
Vc quorum ag,-0.4,-0.7,-0.3,i,-1.0,i,-6.7,-0.6
PfHsp40 rescue,x,-1.2,0.5,0.1,1.0,1.3,5.1,u

41. CCc1c(C)nc(SCC(=O)NNC(=O)Cc2ccc(OC)cc2)[nH]c1=O
42. CC(C)C(NC(=O)C(c1ccccc1)c1ccccc1)c1nc2ccccc2[nH]1 (stereo not drawn)
43. O=C(NNc1ccccc1[N+](=O)[O-])Nc1ccc(F)cc1F
44. COc1cccc(NC(=O)CSC(N)=O)c1
45. CSc1cccc(NC(=O)C(C)Sc2ccc(C)cc2)c1 (stereo not drawn)
46. O=C(O)C(Cc1ccccc1)NS(=O)(=O)c1ccc(Cl)cc1 (stereo not drawn)
47. CC(O)CNCCCOc1cccc(Oc2ccccc2)c1 (stereo not drawn)
48. O=C(CNC(=O)c1cccc(Br)c1)N/N=C/c1ccc2c(c1)OCO2
entry no.,41,42,43,44,45,46,47,48
Yp Topo-I inh,0,11,1,-12,14,-5,4,13
SSB-PriA inh,-2,-7,3,-7,-55,-2,7,x
Anthrax LF prot,2,0,-3,-3,-3,6,-3,-5
PrPC surface inh,6,5,-28,-5,13,3,-5,0
SARS 3CLpro inh,1,2,-2,0,0,1,4,5
TcdB inh,0.5,x,-0.9,x,x,1.3,0.3,1.7
BoNT-A LC inh2,-0.1,-0.2,-1.5,-1.7,0.6,-0.3,-0.2,-2.4
Vc quorum ag,i,0.7,-0.3,-0.3,i,i,i,-9.4
PfHsp40 rescue,-0.3,1.8,-0.4,0.1,-1.0,-1.7,-0.2,0.3

49. NS(=O)(=O)c1ccc(N=Cc2c(O)c3ccccc3oc2=O)cc1
50. COc1cccc(C2c3[nH]c4ccccc4c3C[C@H]3C(=O)N(C4CC4)CC(=O)N23)c1 (stereo partly drawn)
51. NNc1nc(Nc2ccccc2)nc(N2CCCCC2)n1
52. COc1cccc2cc(C(=O)C3=C(O)C(=O)N(CCN(C)C)C3c3ccc(F)cc3)oc12 (stereo not drawn)
53. C[C@]12CCC(=O)C[C@@H]1CC[C@@H]1[C@@H]2CC[C@]2(C)[C@@H](C(=O)COC(=O)CCC(=O)O)CC[C@@H]12
54. Cc1cc(Cl)c(S(=O)(=O)N2CCN(c3ccc(F)cc3)CC2)cc1OCC(=O)NC1CCCCC1
55. CCc1n[nH]c(=S)n1/N=C/c1ccccn1
56. O=C(CCc1cccc(Cl)c1)NC1CCCN(Cc2ccccc2F)C1 (stereo not drawn)
entry no.,49,50,51,52,53,54,55,56
Yp Topo-I inh,-7,-2,-3,8,-6&10,6,2,16
SSB-PriA inh,-25,-9,7,5,1,6,x,7
Anthrax LF prot,-7,-20,3,-2,1&4,-4,-4,-14
PrPC surface inh,5,-1,10,8,0&-5,-5,4,10
SARS 3CLpro inh,4,1,6,4,2&-3,0,2,4
TcdB inh,1.1,1.6,x,x,0.4&0.5,x,-1.6,1.4
BoNT-A LC inh2,-1.3,-0.9,0.2,0.0,1.6&-0.5,-1.2,-0.8,-2.4
Vc quorum ag,0.0,i,-1.8,1.8,i,1.4,-0.8,-0.9
PfHsp40 rescue,0.6,-1.5,-0.9,-1.2,-1.0&-2.0,0.4,-1.2,-0.2

3 compounds from above, limited to Yp Topo-I inh, PrPC surface inh and SARS 3CLpro inh:
cpd	compound	Yp Topo-I inh	PrPC surface inh	SARS 3CLpro inh
8	CCOc1ccc(OCC)c(NC(=O)CN2CCC(NC(=O)c3cccc(F)c3)CC2)c1	21	-11	-1
9	Cc1ccc(NC(=O)C2CC(Cl)=CCC2C(=O)O)c([N+](=O)[O-])c1 (stereo not drawn)	-10	-15	5
10	Cc1cc(C)c(C)c(S(=O)(=O)N2CCC(C(=O)Nc3ccccc3N3CCOCC3)CC2)c1C	9	-3	5
